MEKK2 mut-MEK5 – signal of MEK5 binding to mutant human MEKK2 PB1 domain; bead flow cytometry, Alexa488-MEK5 binding to MEKK2 mutant; percent response, % at 10 µM; 290,000 tested, 0.35% active; AID 1530; in the data active means percent response above about 24%, passing the limit was not always enough; further: inactives centre near 1; some results filed as inactive read as strong as hits; reference of the scale not given here
SUMO HTRF inh – inhibitors of human SUMOylation (UBC9). P63279. HTRF SUMOylation assay, SAE1/SAE2 + UBC9, in vitro. inhibition, % at 35 µM. 290,000 tested, 0.36% active. AID 2006; in the data active means inhibition above about 50%, passing the limit was not always enough; further: strong numbers were not always called active
Target sequence (P63279 whole entry, looked up): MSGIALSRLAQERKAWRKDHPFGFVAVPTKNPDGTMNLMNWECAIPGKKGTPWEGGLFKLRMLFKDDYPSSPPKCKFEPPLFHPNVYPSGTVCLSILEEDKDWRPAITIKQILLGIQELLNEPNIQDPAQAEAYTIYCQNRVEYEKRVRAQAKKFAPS
IDE cell activ – IDE (human) activation, cell-based. P14735. AID 493087. activation, % at 5.96 µM. 340,000 tested, 0.073% active. HEK cells, FAbeta-B cleavage, fluorescence polarization; 0% vehicle, 100% cell-free pure enzyme wells;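 active means activation above the mean of all tested compounds plus 3 SD, set per screening campaign, cut at about 17% in these data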
p-CIP stab down – compounds decreasing mouse p/CIP protein stability. Q05BA5. F442A p/CIP-EGFP cells, EGFP fluorescence, 16 h. decrease of EGFP signal, % at 10 µM. 290,000 tested, 0.01% active;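 active means EGFP signal decrease of at least 30% at 10 µM or well 3 SD below plate mean, unless failing retest; inactive means the rest, including hits failing retest or dose response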; further: some compounds called inactive have numbers as strong as hits; many of its hits are not listed in these tables
PfM18AAP inh – PfM18AAP enzyme inhibition | inhibition, % at 7.35 µM | recombinant PfM18AAP, H-Glu-NHMec fluorogenic cleavage | 290,000 tested, 1.2% active;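 active means inhibition above the campaign mean inhibition over all tested compounds plus 3 SD, cut at about 28% in these data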;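 further: 0% = plate median of test compound wells and 100% = 2 mM ZnCl2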
MEKK3 PB1 HTS – raises or lowers MEK5 binding to the human MEKK3 PB1 domain; 290,000 tested, 1.4% active; Q99759; AID 1529; bead-based flow cytometry, Alexa488-MEK5 binding to MEKK3; actives lie on both sides; 0 = blocked by unlabeled MEK5, 100 = vehicle; binding response (% of control), % at 10 µM;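 active means binding response more than 3 SD above or below the average of its plate-row segment, actives on both sides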;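 further: Alexa488 bead fluorescence after subtracting the streptavidin-only scavenger bead signal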
Target sequence (Q99759 whole entry, looked up, the tested form may be a part): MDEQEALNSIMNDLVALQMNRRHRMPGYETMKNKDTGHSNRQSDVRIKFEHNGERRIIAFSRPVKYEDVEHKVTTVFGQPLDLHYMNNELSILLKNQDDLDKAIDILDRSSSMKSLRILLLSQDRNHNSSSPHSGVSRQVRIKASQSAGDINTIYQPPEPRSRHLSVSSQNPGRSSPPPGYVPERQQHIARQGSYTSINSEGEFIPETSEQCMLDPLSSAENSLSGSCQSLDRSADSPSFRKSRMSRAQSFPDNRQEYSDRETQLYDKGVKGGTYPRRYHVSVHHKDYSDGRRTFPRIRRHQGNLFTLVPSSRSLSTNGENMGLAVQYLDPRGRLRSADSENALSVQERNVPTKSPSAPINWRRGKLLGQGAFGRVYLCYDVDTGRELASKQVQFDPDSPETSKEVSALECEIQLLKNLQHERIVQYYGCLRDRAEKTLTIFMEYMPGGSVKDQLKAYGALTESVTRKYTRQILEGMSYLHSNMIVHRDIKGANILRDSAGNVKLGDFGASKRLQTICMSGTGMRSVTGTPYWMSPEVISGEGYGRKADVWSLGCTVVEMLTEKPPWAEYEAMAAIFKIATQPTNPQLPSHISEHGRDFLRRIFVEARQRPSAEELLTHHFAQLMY
MEKK2wt PB1 HTS – raises or lowers MEK5 binding to wildtype human MEKK2 PB1 domain | Q9Y2U5 | bead flow cytometry, Alexa488-MEK5 binding to MEKK2 WT; actives lie on both sides | binding response (% of control), % at 10 µM | 290,000 tested, 1.1% active | AID 1531; in the data active means binding response below about 67% or above about 130%
NALP1 yeast inh – inhibitors of NALP1 inflammasome in yeast. S. cerevisiae NALP1/ASC/caspase-1 growth, X-gal OD620, 72 h. 280,000 tested, 0.61% active. AID 2071. inhibition, % at 10 µM; in the data active means inhibition mostly above about 24%, no sharp cut-off; inactive means mostly below about 32%; further: some compounds called inactive have numbers as strong as hits
IDE cell inh – inhibitors of human insulin-degrading enzyme in cells; 320,000 tested, 0.41% active; P14735; inhibition, % at 5.59 µM; HEK cells, FAbetaB cleavage, fluorescence polarization; AID 434962;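 active means percent inhibition above the average of all tested compounds plus 3 SD, set per screening campaign, cut at about 16% in these data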;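 further: IDE supplied by intact live HEK cells; FP after avidin binding of uncleaved biotin substrate so inhibition keeps polarization high; 0% = DMSO wells and 100% = 60 µM reference IDE inhibitor Ii1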
Numbers without * were called inactive; x = not tested or not shown; [ ] = dose if it differs, or a comment. Some of the compounds tested (hit frequency here may not be typical).

SMILES	MEKK2 mut-MEK5	SUMO HTRF inh	IDE cell activ	p-CIP stab down	PfM18AAP inh	MEKK3 PB1 HTS	MEKK2wt PB1 HTS	NALP1 yeast inh	IDE cell inh
COc1ccc(Cc2nnc(NC(=O)c3ccc(OC)c(OC)c3)s2)cc1	4	12	5	-1	-7	102	106	-115	-4
CCS(=O)(=O)CCSc1nc(C)cc(C)c1C#N	-3	5	4	-2	8	98	98	22	1
CCOC(=O)CNC1CC(=O)N(c2cccc(Cl)c2)C1=O (stereo not given)	6	12	3	-11	4	100	103	1	2
CCc1cc(-c2onc(C)c2-c2cscn2)c(O)cc1OC	-6	-14	1	-2	3	103	96	8	7
CCOC(=O)CCNC(=O)Nc1ccc2nc(C)n(Cc3ccc(Cl)cc3)c(=O)c2c1	4	-11	6	-1	-3	99	99	29	-1
CCc1ccc(NC(=O)C2CCN(C(=O)[C@@H]3Cc4ccccc4CN3)CC2)cc1	8	10	-2	-21	-4	100	102	11	6
CCOc1cc(/C=N/NC(=O)C(=O)NCCCOC(C)C)cc(Br)c1O	-1	-4	6	-1	3	97	96	22	0
COCc1ccc(C(=O)N2CCCC(N3CCN(c4ccc(F)cc4)CC3)C2)o1 (stereo not given)	5	1	2	-16	-7	102	109	-5	-2
C=CCn1c(SCC(=O)N2c3ccccc3Sc3ccccc32)nnc1-c1ccco1	-26	9	0	-5	-9	88	89	x	3
O=C(O)c1cc2c(N3CCC(Cc4ccccc4)CC3)ncnc2s1	-8	17	7	7	10	96	96	-17	3
CCN(c1ccccc1)S(=O)(=O)c1cc(C(=O)Nc2ccc(F)c(F)c2)ccc1F	17	-33	1	-2	1	102	102	33	5
CCn1ncc(S(=O)(=O)NCc2ccccc2Cl)c1C	10	16	7	-2	3	105	106	-18	0
CCCc1c(C)nc(N2CCN(c3ccccc3OC)CC2)[nH]c1=O	5	8	3	-4	-17	104	105	8	0
CCCCn1nnnc1NCc1ccc(C)cc1	-2	-10	-2	10	4	101	107	14	x
Cc1cc(C)c2c(n1)nn1c(-n3ccnc3)cc(C)nc21	3	28	3	-1	2	101	105	-18	x
O=C(/C=C/Nc1ccc(F)cc1)c1ccc(Oc2ncccn2)cc1	x	4	2	0	5	x	x	29	-6
NS(=O)(=O)c1ccc(CCNS(=O)(=O)c2cccc3cccnc23)cc1	1	7	4	5	2	102	99	5	1
Cc1ccc2cc3cc(C(=O)NCCCN4CCCCCC4)oc3nc2c1	x	9	7	-2	-5	x	x	15	3
Cc1c(C2C(C#N)=C(N)OC3=C2C(=O)CCC3)cnn1C (stereo not given)	-4	16	6	0	5	91	96	12	-4
Cc1nn(C)c(C(=O)NNC(=S)Nc2ccc(Cl)cc2)c1[N+](=O)[O-]	1	-48	10	-7	-8	103	102	2	3
N#CC1(C#N)C(c2ccccc2)OC23CCCCCC2C1(C#N)C(=N)O3 (stereo not given)	10	12	6	11	2	102	113	27	1
CCN(CC(=O)NC(C)(C)C)C(=O)c1ccc2c(c1)S(=O)(=O)c1ccccc1C2=O	-1	6	0	-8	4	112	103	4	-2
Cc1ccc2nc(NC(=O)C3CC3C)sc2c1 (stereo not given)	3	-3	-5	-13	4	101	102	-14	7
CCCCOc1ccc(C(=O)N=c2sccn2C)cc1OC	8	10	1	-22	-13	103	102	2	0
CCN(CC)S(=O)(=O)c1cccc(-c2nnc(SCc3ncc(-c4ccccc4)o3)n2C)c1	0	-4	-2	6	1	98	98	17	2
COc1cc(C(=O)N2CCCN(C)CC2)cc(OC)c1C	7	-4	1	-3	-4	99	103	23	7
COc1ccc(Cn2c(SCC#N)nc3ccc(N4CCOCC4)cc3c2=O)cc1	3	28	-2	7	17	104	102	-13	7
CC(C)CNC(=O)c1ccc(NC(=O)c2ccccc2[N+](=O)[O-])cc1	-2	8	8	-9	5	89	90	28	-2
Cc1ccc(NC(=O)OCc2cn(-c3ccc(Cl)cc3)nn2)cc1	x	20	-2	-13	0	x	x	-4	0
COc1ccc(S(=O)(=O)N(C(=O)c2ccncc2)c2ccc(OC(=O)c3ccncc3)cc2)cc1	4	0	2	-5	2	107	105	-1	2
Cc1ccc(-c2nc(N)sc2-c2ccccc2)cc1C	-1	-34	-1	-18	-3	103	113	21	-5
CN(CC(=O)Nc1cccnc1)S(=O)(=O)c1cc(Cl)ccc1Cl	3	-3	5	8	5	98	102	3	2
Fc1ccc(N2CCN(C3=Nc4cccc5cccc3c45)CC2)cc1	0	6	1	-8	17	97	103	5	2
Cc1ccc(C(=O)N/C(=C\c2sccc2C)C(=O)NCc2ccco2)cc1	3	-4	2	2	2	102	100	-10	4
CCOP(=O)(OCC)c1nc(-c2ccccc2)oc1NCc1ccccc1	-2	0	0	-6	4	96	95	22	-1
N#Cc1nc(-c2ccco2)oc1N1CCc2ccccc2C1	2	18	4	-6	-1	103	103	7	4
COc1ccccc1N1C(=O)C=C(Sc2nc(C)cc(C)n2)C1=O	2	-4	x	-5	35*	101	97	-17	11
O=C(Nc1ccccc1[N+](=O)[O-])c1cc(S(=O)(=O)Nc2ccccn2)ccc1Cl	3	0	-1	-13	0	101	104	14	6
Clc1ccc(-c2nnc(CSc3nnc(-c4cccs4)o3)o2)cc1	4	13	1	-4	1	102	102	-3	2
CCOc1cc(N2CCOCC2)c(OCC)cc1NC(=O)c1ccc(C)cc1	6	0	1	8	-15	114	107	-4	-1
COC(=O)c1c(NC(=O)c2ccco2)sc2c1CCN(C(C)=O)C2	2	5	6	6	-4	102	107	-4	-2
CC/C(=C(/CC)c1ccc(O)cc1)c1ccc(O)cc1	-2	-15	1	17	-10	109	98	23	-4
CCOC(=O)c1cnc2c(C(=O)OC)cccc2c1NCc1ccco1	4	5	0	-8	41*	101	105	4	-2
COC(=O)c1ccccc1NC1=C/C(=N\S(=O)(=O)c2ccc(C(=O)O)cc2)c2ccccc2C1=O	-7	92*	4	-3	20	97	91	34	0
O=C(COC(=O)C1=COCCO1)NCCCc1ccccc1	4	3	-2	4	-4	102	101	1	2
COC(C/C=C/C(=O)[C@@H](C)OCc1ccccc1)OC	-3	x	-3	x	x	102	99	x	-1
CCCCC(=O)Nc1cccc(-c2csc(-c3ccccc3)n2)c1	1	6	1	-24	3	104	124	45	0
COc1ccc(CNC(=O)C(c2ccc(C)o2)N(Cc2cccs2)C(=O)Cc2cccs2)cc1 (stereo not given)	2	6	8	28	-4	94	95	8	12
CCOc1ccc(NC(=O)CSc2nncn2C)cc1	3	-3	-3	4	-1	105	106	8	0
COCCCNC(=O)CCn1c(=O)c2ccccc2n(CC(=O)Nc2ccc(C)cc2C)c1=O	3	-2	3	3	9	109	107	3	2
CSc1ccc(NC(=O)NCCCN2CCC(Cc3ccccc3)CC2)cc1	30*	-8	-1	6	3	111	162*	21	0
Cc1cc(C(=O)CN2CCCC(C)C2)c(C)n1-c1ccc(F)cc1 (stereo not given)	24	-12	1	9	2	103	111	29	-3
CN(C)CCNC(=O)Cn1ccc2cc(S(=O)(=O)N3CCCCC3)ccc21	-5	2	4	-11	-2	97	98	29	0
COc1cc(NC(=O)COC(=O)c2n[nH]c3ccccc23)c(C)cc1[N+](=O)[O-]	-7	-3	-8	2	-7	98	93	-19	4
CCN(CC)c1nc2c(c(=O)[nH]c(=O)n2C)n1CCOc1ccccc1	-1	7	-4	-6	3	102	102	23	0
CC(=O)OC(CC(=O)O)C[N+](C)(C)C (stereo not given)	3	-12	-4	0	-1	98	96	15	4
O=C(CCc1ccccc1)Nc1ccc2c(c1)OCCO2	3	-21	-4	1	2	100	105	7	0
O=C(C/C(=N/O)c1ccccc1O)C(F)F	4	-23	-4	6	10	106	108	7	2
CCOc1ccc2c(c1)C(N(CCN1CCOCC1)C(=S)Nc1ccccc1OC)CC(C)(C)O2 (stereo not given)	1	1	4	-5	-2	99	100	1	1
CCOC(=O)N1CCN(S(=O)(=O)N2CCCC(C(=O)NC(C)c3ccccc3)C2)CC1 (stereo not given)	0	3	-1	-1	-4	102	99	8	18*

Single values from the entries so far:
PfM18AAP inh, `Clc1ccc(-c2nnc(CSc3nnc(-c4cccs4)o3)o2)cc1` : 1
IDE cell activ, `COc1ccc(CNC(=O)C(c2ccc(C)o2)N(Cc2cccs2)C(=O)Cc2cccs2)cc1` (stereo not given) : 8

Already shown: an excerpt of the list.
SMILES	MEKK2 mut-MEK5	SUMO HTRF inh	IDE cell activ	p-CIP stab down	PfM18AAP inh	MEKK3 PB1 HTS	MEKK2wt PB1 HTS	NALP1 yeast inh	IDE cell inh
CCOc1ccc2c(c1)C(N(CCN1CCOCC1)C(=S)Nc1ccccc1OC)CC(C)(C)O2 (stereo not given)	1	1	4	-5	-2	99	100	1	1
CCOC(=O)N1CCN(S(=O)(=O)N2CCCC(C(=O)NC(C)c3ccccc3)C2)CC1 (stereo not given)	0	3	-1	-1	-4	102	99	8	18*

Additional records
SMILES	MEKK2 mut-MEK5	SUMO HTRF inh	IDE cell activ	p-CIP stab down	PfM18AAP inh	MEKK3 PB1 HTS	MEKK2wt PB1 HTS	NALP1 yeast inh	IDE cell inh
Cc1c(NC(=O)C(C)Sc2nnc(-c3ccccc3)o2)c(=O)n(-c2ccccc2)n1C (stereo not given)	3	8	3	7	-11	103	107	4	0
Cc1ccc(C(=O)Nc2ccc(N3CCOCC3)nc2N2CCOCC2)cc1	-24	1	-3	-1	28*	89	84	0	-1
O=S1(=O)CCOCCCN1Cc1ccc(Cl)cc1	-2	14	-1	-5	-1	98	97	12	6
O=C(O)c1ccc(NCCC2=CCCCC2)c([N+](=O)[O-])c1	2	2	4	4	-4	105	102	-9	-3
CN(C)/C=C1\C(=O)NN=C1C(F)(F)F	0	11	2	0	5	114	111	-20	0
CN(CC1CCCO1)S(=O)(=O)c1ccc(C(=O)Nc2ccccc2F)cc1 (stereo not given)	3	18	4	-13	-1	102	103	19	1
CCCOc1ccc(N2C(=O)CC(N(CCc3ccc(OC)cc3)C(=O)c3ccccc3)C2=O)cc1 (stereo not given)	1	4	7	-3	-10	100	103	14	4
CCc1ccccc1-n1nnc(-c2ccccc2)n1	5	2	1	7	-2	96	102	0	7
CCC(=O)c1ccc(OCC(O)CN2CCN(C(c3ccccc3)c3ccccc3)CC2)cc1 (stereo not given)	18	-30	6	-7	-2	105	158*	5	-1
Cn1c(=O)c2[nH]c(-c3cccnc3)nc2n(C)c1=O	2	24	-1	-21	1	103	100	18	-2
O=C(COc1ccc([N+](=O)[O-])cc1Cl)N1CCOCC1	2	21	-2	-2	-1	98	99	5	-1
COc1ccc(C2=NN(S(C)(=O)=O)C(c3ccc4nccnc4c3)C2)cc1 (stereo not given)	-3	10	2	1	-1	1.0*[inhibitor]	x	-15	-2
Clc1ccc(-c2nnc(-c3cccc4ccccc34)o2)cc1Cl	-36	1	x	-1	-1	83	71	x	1
Cc1cccc(OCC(O)CN2CCN(c3ccccn3)CC2)c1C (stereo not given)	4	7	-1	2	5	98	105	-1	-1
COc1ccc(C(=O)N(NC(=O)Oc2ccccc2)C(C)(C)C)cc1	-1	16	3	-7	5	94	98	20	-4
NS(=O)(=O)c1ccc(NC(=O)CCC(=O)c2cccs2)cc1	-24	5	3	-16	6	63	82	12	1
CCCSc1nnc(CNS(=O)(=O)c2ccc(C)cc2)n1C	7	9	1	-3	2	104	110	5	2
CCc1csc(CCNC(=O)C2CCC(=O)N(CCc3cccc(F)c3)C2)n1 (stereo not given)	3	6	2	-18	-16	101	99	3	x
COC(=O)NCC(c1cccnc1)N1CCN(c2ccccc2F)CC1 (stereo not given)	14	-19	0	-24	2	111	112	7	6
CCOCCCn1c(C)nc2c(c1=O)c1nc3ccccc3nc1n2-c1ccc2c(c1)OCCO2	-10	8	x	-6	-1	96	91	-4	-1
